Screens (PubChem BioAssay)
OXTR potentiate: potentiates the human oxytocin receptor response | P30559 | CHO-OTR cells, Fluo-8 calcium fluorescence, potentiator mode; 0% = oxytocin EC15, 100% = EC100 | 320,000 tested, 0.061% active | activation, % at 3 µM;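 active means activation above that plate's cutoff, the mean activation of tested compounds plus 3 SD, cut at about 6.6% in these data, passing the limit was not always enough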;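 further: 100% uses oxytocin at 75 nM as the full agonist control; some results filed as inactive read as strong as hits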
Target sequence (P30559 whole entry, looked up): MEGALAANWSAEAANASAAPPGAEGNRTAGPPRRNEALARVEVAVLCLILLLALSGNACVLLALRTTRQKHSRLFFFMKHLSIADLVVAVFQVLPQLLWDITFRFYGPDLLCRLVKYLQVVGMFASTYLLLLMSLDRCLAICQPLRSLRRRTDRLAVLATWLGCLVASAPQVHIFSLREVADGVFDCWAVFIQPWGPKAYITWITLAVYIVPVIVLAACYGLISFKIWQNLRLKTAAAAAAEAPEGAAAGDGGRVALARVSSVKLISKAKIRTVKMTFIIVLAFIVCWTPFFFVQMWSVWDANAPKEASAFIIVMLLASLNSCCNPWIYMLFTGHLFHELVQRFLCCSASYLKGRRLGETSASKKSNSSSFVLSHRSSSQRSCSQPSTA
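Dosing: Single dose, 3.0 µM nominal final compound concentration | Material: Human OTR in CHO cells | Technique: Kinetic Fluo-8 calcium fluorescence | Benchmarks: EC15 oxytocin alone as 0%, 75 nM oxytocin as 100% | Probe or stimulus: Oxytocin at about EC15, sub-maximal agonist stimulus | Incubation: Compound 6 min at room temperature before oxytocin, 100 s read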
CHRM1 antagonist: human CHRM1 antagonism. P11229. CHO-K1 hM1, Fluo-8 calcium fluorescence, ACh EC80 antagonist. inhibition, % at 3 µM. 360,000 tested, 1.3% active;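 active means percent inhibition above its own plate's cutoff, namely the mean of that plate's compound wells plus 3 SD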;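 further: peak over basal fluorescence ratio during 140 s after agonist addition; 0% = ACh EC80 plus DMSO and 100% = DMSO alone without agonist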
M1 ag: human M1 muscarinic receptor agonism; P11229; CHO-K1 hM1, Fluo-8 calcium fluorescence, agonist mode; 0% DMSO, 100% acetylcholine EC100; activation, % at 3 µM; 360,000 tested, 0.33% active; AID 588814;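 active means activation above the run's mean compound activation plus 3 SD, cut at about 16% in these data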;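 further: peak over basal fluorescence ratio within a 140 s kinetic read after compound addition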
CHO-K1 Ca antag: nonselective inhibitor or artifact in parental CHO-K1 cells. 360,000 tested, 0.6% active. AID 602250. ATP-induced calcium, Fluo-8 fluorescence. inhibition, % at 3 µM;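 active means inhibition above a per-plate cutoff, the plate's mean sample inhibition plus 3 SD, cut at about 24% in these data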;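 further: 0% = DMSO plus EC80 ATP and 100% = DMSO alone without ATP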
M4 antag: antagonists of human muscarinic M4 receptor (CHRM4); inhibition, % at 3 µM; CHO-hM4 cells, ACh EC80, Fluo-8 calcium fluorescence; 360,000 tested, 0.73% active; AID 624125;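 active means inhibition above its plate's cutoff, the mean inhibition of sample wells plus 3 SD, cut at about 27% in these data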;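 further: 0% = acetylcholine EC80 with DMSO and 100% = DMSO without agonist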
Target sequence (P08173 whole entry, looked up): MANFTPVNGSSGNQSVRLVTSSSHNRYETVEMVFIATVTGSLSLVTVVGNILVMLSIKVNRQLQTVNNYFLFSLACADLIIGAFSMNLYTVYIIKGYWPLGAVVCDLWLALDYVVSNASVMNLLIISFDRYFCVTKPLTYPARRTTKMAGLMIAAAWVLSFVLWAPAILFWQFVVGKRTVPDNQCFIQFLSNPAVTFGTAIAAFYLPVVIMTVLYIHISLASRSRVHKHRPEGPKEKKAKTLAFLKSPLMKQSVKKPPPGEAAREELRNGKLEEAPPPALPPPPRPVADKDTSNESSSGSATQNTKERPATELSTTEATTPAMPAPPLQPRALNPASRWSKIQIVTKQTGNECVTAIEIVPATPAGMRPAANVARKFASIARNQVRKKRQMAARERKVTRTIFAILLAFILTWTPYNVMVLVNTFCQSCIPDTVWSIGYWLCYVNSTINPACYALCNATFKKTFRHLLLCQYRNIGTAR
M1 PAM: positive allosteric modulators of human M1 muscarinic receptor; AID 588819; activation, % at 3 µM; 360,000 tested, 0.088% active; CHO-K1 hM1, Fluo-8 calcium fluorescence, ACh EC20; 0% = ACh EC20, 100% = maximal ACh; P11229; in the data active means activation above about 19%, passing the limit was not always enough
CHO-K1 Ca ag: counter-screen for M1 agonists: effect in parental CHO-K1 cells; activation, % at 3 µM; Fluo-8 calcium fluorescence; scaled to maximal ATP response, vehicle zero; 360,000 tested, 0.48% active; in the data active means activation above about 15%;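 further: untransfected CHO-K1 host cells lacking M1 receptor as counterscreen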
CHO parental Ca: counter-screen for OX1R antagonists: effect in parental CHO cells | parental CHO-K1, ATP-induced calcium, Fluo-8 fluorescence | AID 463079 | 330,000 tested, 0.63% active | inhibition, % at 5.6 µM;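 active means inhibition above that plate's mean sample inhibition plus 3 SD, cut at about 26% in these data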;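 further: 0% = ATP-challenged DMSO wells and 100% = DMSO wells without ATP; some compounds past the cut are filed as inactive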
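Assay system: untransfected parental CHO cell line. Also added: ATP agonist challenge. Dosing: one dose, 5.6 µM nominal. Measured by: Fluo-8 fluorescence. Read-out: % inhibition. Benchmarks: ATP wells versus no-ATP DMSO wells. Repeats: no replicates.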
CHRM4 agonist: agonists of human muscarinic M4 receptor (CHRM4) | CHO-K1 hM4/Gqi5, Fluo-8 calcium fluorescence; vehicle 0%, full acetylcholine response 100% | P08173 | activation, % at 3 µM | 360,000 tested, 0.14% active;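 active means activation above the run mean over all test wells plus 3 SD, cut at about 32% in these data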;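 further: peak over basal fluorescence ratio per well then scaled between controls; 0% = DMSO wells and 100% = acetylcholine at EC100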
Starred values were filed as active, the others as inactive; x = no result given. Not a hit list (roughly 2.9% active in at least one column).

SMILES	OXTR potentiate	CHRM1 antagonist	M1 ag	CHO-K1 Ca antag	M4 antag	M1 PAM	CHO-K1 Ca ag	CHO parental Ca	CHRM4 agonist
C=C(C)CN(CC)c1ccc(N2C(=O)CCCC2=O)cc1[N+](=O)[O-]	-18	1	-2	-9	-1	5	1.8	-12	5
CC1=CC2=NC(=O)/C(=C\c3ccc(-c4cccc(Cl)c4)o3)C(=N)N2O1	-11	-14	-5	-19	-6	6	1.1	-4	2
N=c1c(C(=O)NCc2ccc3c(c2)OCO3)cc2c(=O)n3ccccc3nc2n1CC1CCCO1 (stereo not given)	-4	-1	-6	0	1	1	-0.2	-19	1
COc1ccc(/C=C(\C#N)c2n[nH]c(Cn3cncn3)n2)cc1	-21	7	-5	0	0	-8	0.0	-15	1
COc1ccccc1-n1nnnc1SCc1ccccc1	-6	-8	-9	2	2	-4	0.1	-6	0
O=CN1CCN(C(=O)Cc2ccc(Cl)cc2)CC1	x	-16	-2	-9	-3	11	1.2	x	1
O=C(Cn1c2ccccc2c(=O)c2ccccc21)N/N=C/c1ccc(N2CCCC2)c([N+](=O)[O-])c1	-3	7	-1	-7	3	-8	1.6	-5	-1
CC(=O)c1ccc(NC(=O)c2cc(-c3cccs3)on2)cc1	-7	3	0	-1	-9	0	-0.5	-3	0
Cc1ccc(CN(C(=O)c2csnn2)C(C(=O)NC2CCCC2)c2ccccn2)cc1 (stereo not given)	-8	-8	-1	-19	0	6	0.4	-16	2
COc1ccccc1S(=O)Cc1ccc(C(=O)O)o1 (stereo not given)	-3	-16	-3	0	6	9	0.0	-6	1
O=C1C(=O)c2ccccc2C([O-])=C1[n+]1ccccc1	-4	-19	0	-1	20	16	0.3	-10	1
O=C(Nc1nnc(COc2ccc(F)cc2)s1)Nc1ccccc1F	4	-8	-1	-10	-6	7	0.7	-6	1
CC(CCc1ccccc1)NC(=O)COC(=O)c1ccc(NC(N)=O)cc1 (stereo not given)	-11	-3	-1	3	-6	3	1.0	-28	1
CC(=O)Nc1cccc2cc(O)ccc12	x	-7	-3	-13	-1	1	0.2	x	0
Cc1ccc(CNC(=O)C2COc3ccccc3O2)cc1 (stereo not given)	-8	9	-2	-12	4	1	0.2	-4	0
Nc1nc(-c2ccc3ccccc3c2)cs1	-4	-12	-3	-9	-1	9	0.6	-12	1
CCP(=O)(c1ccccc1)C(C)(C)O (stereo not given)	-7	-31	-1	-3	-7	-2	0.2	-7	1
Cc1c(CCC(C)C)c(=O)n2c([nH]c3ccccc32)c1C#N	-10	-1	-2	-10	-3	2	0.6	-5	0
CC(C)c1ccc(S(=O)(=O)N2CCN(C(=O)Cc3ccsc3)CC2)cc1	-7	-4	-6	-4	1	3	0.4	-17	3
CCOc1cc(/C=C2/NC(=O)N(CC(=O)OC)C2=O)ccc1O	-7	-10	-2	-9	-8	4	0.0	-4	1
Cc1ccc(C(=O)Nc2ccc3c(c2)OCO3)cc1S(=O)(=O)N1CCCCC1	-14	4	-1	13	4	3	0.0	-18	1
C[C@H](NC(=O)c1ncn2c1C(=O)NC[C@H]2C)C(=O)OC(C)(C)C	x	-9	-3	8	-2	7	0.1	x	1
C[n+]1ccc(/C=C/c2c[nH]c3ccccc23)cc1	-3	-2	-8	-6	2	2	1.1	16	1
CC(OC(=O)c1c[nH]c2ccccc12)C(=O)N1CCCC1 (stereo not given)	-5	-2	-3	-11	2	4	0.9	-13	1
CCOc1ccc(OCCSc2ccc(S(=O)(=O)N3CCN(C)CC3)cn2)cc1	-11	-1	-4	-16	-4	1	5.0	-14	10
c1ccc(Cn2c(-c3ccco3)nc3nc4ccccc4nc32)cc1	3	-5	0	10	-3	-6	2.2	-11	3
O=C(NCc1ccccc1Cl)c1ccc2nc([C@@H]3O[C@H](CO)[C@@H](O)[C@H]3O)[nH]c2c1	x	12	-1	2	-3	1	0.7	x	0
O=C(Cc1cccs1)Nc1nc(-c2ccccc2)cs1	-1	1	-6	11	1	-4	1.2	-10	4
CN(C)c1ccc(N=Nc2ccccc2C(=O)OCC(=O)N(C)C2CCCCC2)cc1	-7	-9	-3	-9	-15	3	0.0	55*	1
CS(=O)(=O)Nc1ccc2c(c1)ncn2CCc1ccccc1	-14	-6	-3	-4	8	3	1.1	-7	0
COC(=O)c1ccc(S(=O)(=O)N2CCN(C)CC2)n1C	-3	-20	-2	3	2	12	0.3	-3	0
Cc1ccc(S(=O)(=O)c2nc(S(=O)(=O)c3ccc(C)cc3)c(N3CCN(CCO)CC3)s2)cc1	-12	-6	-3	-18	-23	6	3.1	6	10
COc1cccc(/C=C2\SC(=S)N(CCCC(=O)N3CCCCC3)C2=O)c1	-6	5	-1	8	4	10	0.4	-24	1
O=CN1CCN(C(=O)c2ccc3c(c2)OCO3)CC1	x	-13	-2	-1	3	11	1.5	x	1
COc1ccc(CN2C(=O)C(CC(=O)NCCCCc3ccccc3)CC(C(=O)N(C)C)=C2C)cc1 (stereo not given)	x	-9	53*	-8	-7	-17	-0.7	x	0
CCn1c(SCC(=O)NC2CCCCC2)nnc1-c1cc2cccc(OC)c2o1	-8	-18	-6	-4	-4	-3	2.2	-5	11
CCN(C(=O)Cc1c(C(=O)O)n(CC)c2ccccc12)c1cccc(C(F)(F)F)c1	-18	-7	-3	-9	0	5	1.6	-8	0
O=C1CCCN1CCCNS(=O)(=O)c1cccs1	-6	-7	-5	-10	13	8	1.2	-3	1
CC(C)CCNC(=O)NC(=O)CSc1nnc(-c2ccccc2Br)o1	1	-5	-5	-14	-1	1	1.7	-29	-1
C/C(N)=C(/C#N)C(=O)COC(=O)CCCNC(=O)c1ccc(Cl)cc1	-4	-5	0	-13	1	9	0.8	-12	1
O=C1c2ccccc2C(Nc2ccc3c(c2)OCO3)N1Cc1ccco1 (stereo not given)	-3	6	-9	-5	0	-10	3.4	-15	5
COc1cc(S(=O)(=O)N2CCOCC2)ccc1NC(=O)CSc1n[nH]c(=O)[nH]c1=O	-12	-11	-2	-17	1	11	0.3	18	1
CC(Oc1ccc2c(=O)c(-c3ccc(Cl)cc3)c(C(F)(F)F)oc2c1)C(=O)O (stereo not given)	-1	-2	-3	-3	-4	3	0.0	-5	0
COc1ccc(C=NNC(=O)NN=Cc2ccc(OC)c(OC)c2)cc1OC	x	-9	-4	-16	-17	5	0.0	x	8
S=C(NCCC(c1ccccc1)c1ccccc1)Nc1ccc(Cl)cc1	-12	26	-2	12	19	-11	11	-15	9

Rewritten with each value named: entries from further up
COc1cc(S(=O)(=O)N2CCOCC2)ccc1NC(=O)CSc1n[nH]c(=O)[nH]c1=O
  OXTR potentiate: -12 | CHRM1 antagonist: -11 | M1 ag: -2 | CHO-K1 Ca antag: -17 | M4 antag: 1 | M1 PAM: 11 | CHO-K1 Ca ag: 0.3 | CHO parental Ca: 18 | CHRM4 agonist: 1

CCN(C(=O)Cc1c(C(=O)O)n(CC)c2ccccc12)c1cccc(C(F)(F)F)c1
  OXTR potentiate: -18 | CHRM1 antagonist: -7 | M1 ag: -3 | CHO-K1 Ca antag: -9 | M4 antag: 0 | M1 PAM: 5 | CHO-K1 Ca ag: 1.6 | CHO parental Ca: -8 | CHRM4 agonist: 0

Other results.
SMILES	OXTR potentiate	CHRM1 antagonist	M1 ag	CHO-K1 Ca antag	M4 antag	M1 PAM	CHO-K1 Ca ag	CHO parental Ca	CHRM4 agonist
Cn1c(O)c(/C=N/Nc2ccccc2)c(=O)n(C)c1=O	-6	-8	-6	-1	4	10	1.3	1	1
O=C(CSc1ccc(Cl)cc1)Nc1ccc(N2CCN(C(=O)c3ccco3)CC2)cc1	-12	18	0	8	0	-2	5.9	6	7
CCOc1ccccc1CNCCNC(=O)c1nonc1N	3	-13	-4	-8	5	9	1.8	-17	0
COc1ccc(C2=CC(=O)C[C@H](c3ccc(OC)cc3)C2)cc1	-5	3	-6	-5	11	-4	1.5	-11	2
COc1ccccc1/C=C1\SC(=S)N(CCC(=O)Nc2cc(C)on2)C1=O	-5	3	-3	-14	7	-4	0.4	-15	1
C=CCNC(=O)C1CCN(c2cc(C)nc(-c3ccccc3)n2)CC1	-7	-3	-8	-14	-2	-1	0.0	-12	2
O=C1N(CCCN2C(=O)C3(OCCO3)c3ccccc32)c2ccccc2C12OCCO2	-2	-1	-2	-8	8	-1	4.2	-16	6
O=C(CN1C(=O)NC2(CCCC2)C1=O)c1ccc(Cl)s1	-1	-8	-3	-11	0	7	1.7	-6	1
COC(=O)c1c(C)[nH]c(C(=O)CN2C(=O)NC3(CCOc4ccccc43)C2=O)c1C (stereo not given)	6	-10	0	-22	-2	8	3.4	-24	12
O=C(C1CCN(S(=O)(=O)c2ccccc2F)CC1)N1CCCC1	x	-13	0	-9	-13	10	0.2	x	0
COc1ccc(OC)c(Nc2c3ccccc3nc3ccccc23)c1	-15	18	-10	-10	6	-13	2.1	-27	1
N#C/C(=C\c1ccc(Sc2ccccc2)o1)c1nc2ccccc2[nH]1	-17	6	4	11	0	2	0.7	0	7
O=C(Cc1ccccc1)NNC1CC(=O)N(c2ccccc2)C1=O (stereo not given)	-4	-8	-4	1	2	5	-0.1	5	0
CC(C)=CCc1ccc(O)c(=O)cc1C(C)C	x	-15	1	0	0	7	0.5	x	4
Nc1nc(F)cc(N2CCCCCC2)n1	-6	-1	-3	-12	2	3	1.1	8	1
O=C(NCc1ccc(F)cc1)C1CC(=O)N(CCc2ccccc2)C1 (stereo not given)	-6	23	0	-1	15	-8	0.1	-21	3
c1ccc(OCc2nnc3n2CCCCC3)cc1	-13	-16	-1	-16	6	12	0.7	-4	0
CSCCC(NC(=O)COc1ccccc1)C(=O)N(C)Cc1cccc(F)c1 (stereo not given)	-2	-9	-3	-16	-6	2	2.9	-30	9
O=C(NC1CCCCC1)C(c1ccccc1F)N(Cc1ccco1)C(=O)Cn1nnc2ccccc21 (stereo not given)	1	-10	-4	-6	-1	3	1.4	-31	2
C=CCNc1nc2c(c(=O)n(C)c(=O)n2C)n1CCCCCC	-7	16	-3	12	4	-1	1.7	8	3
O=C(COc1ccccc1)Nc1nnc(-c2ccc3c(c2)CCCC3)o1	-2	-19	-1	3	2	9	0.8	-8	1
Cn1cc(C(=O)N2CCN(c3ccccc3)CC2)c(=O)c2cc(S(=O)(=O)N3CCCC3)ccc21	-8	-9	-4	-17	-13	9	0.1	-5	0
O=C(NCc1ccccn1)c1cc(-n2cnnc2)ccc1Cl	3	-2	-3	10	5	5	-0.1	-1	0
Cc1ccc(Oc2cc(NC(=O)CCCn3nc([N+](=O)[O-])c(Cl)c3C)cc([N+](=O)[O-])c2)cc1	1	-6	-3	0	7	3	-0.1	-8	1
CCc1cccc(CC)c1NC(=O)C1CCN(C(=O)c2ccco2)CC1	-1	-17	-5	-9	3	11	1.4	4	0
Cc1ccc(SSc2cc(C)ccc2N)c(N)c1	0	-6	0	5	2	12	-1.0	3	-1
O=C1OCCC1Sc1nc2ccccc2n1-c1ccccc1 (stereo not given)	1	-9	-8	-7	1	-1	-0.1	-18	1
